SDO1 yeast rescue: restores growth of sdo1-depleted yeast | S. cerevisiae sdo1-depleted JHY4D growth rescue, OD600 30 h; hits give high values; pdr5 snq2 efflux-pump mutant strain | z-score at 10 µM | actives 0.21% (n = 140,000) | AID 817;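 active = z-score above 3 at both the 24 hr and the 30 hr optical density reads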;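 note: z-score against mean and SD of all compound wells on the same plate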
INS promoter inh: TRM-6 insulin promoter activity inhibition | TRM-6 cells (human fetal islet line), insulin promoter-eGFP reporter, imaging; reporter expression induced with tamoxifen | inhibition, % at 2 µM | actives 0.9% (n = 130,000);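 active = inhibition above the mean plus 3 SD, with well images judged a real hit on visual review, cut at about 60% in these data, passing the limit was not always enough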
SDO1 yeast rescue Rescue 24 h: second read-out of SDO1 yeast rescue, no call of its own (marks repeat the call); z-score; S. cerevisiae sdo1-depleted JHY4D growth rescue, OD600; measured here: growth rescue at 24 h;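 0 is the plate mean of compound wells and units are plate SD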
An asterisk follows results filed as active. Only part of the results is shown; the hit share may differ from the screen's.

Cc1ccc(C(=O)NC2CCN(CC(=O)Nc3cccc([N+](=O)[O-])c3)CC2)cc1 was read as INS promoter inh -18.
`O=C(Nc1ccc(N2CCCCC2)cc1)c1ccc2c(c1)OCCO2` gave SDO1 yeast rescue -0.12, INS promoter inh 11 and SDO1 yeast rescue Rescue 24 h 0.79.
Screening Cc1cc(C)nc(Nc2ccc(N3CCOCC3)cc2)n1 returned SDO1 yeast rescue 0.36 and SDO1 yeast rescue Rescue 24 h 0.26.
Screening CCOP(=O)(OCC)C(NC(=O)c1ccc(OC)c(OC)c1)c1ccccc1 (configuration not stated) returned INS promoter inh -3.
`O=C(Nc1ccccc1)C1=C(O)CC(c2ccco2)CC1=Nc1ccccc1` (configuration not stated) gave SDO1 yeast rescue -1.7, INS promoter inh -64 and SDO1 yeast rescue Rescue 24 h -0.11.
COc1ccc(-c2cc(-c3ccccc3)nc(SCC(=O)Nc3nccs3)c2C#N)cc1 was read as SDO1 yeast rescue -1.2, INS promoter inh 18 and SDO1 yeast rescue Rescue 24 h -0.74.
`Cn1nnnc1SCC(=O)Nc1ccccc1Cc1ccccc1` gave SDO1 yeast rescue 0.34 and SDO1 yeast rescue Rescue 24 h 0.08.
`CCOC(=O)c1c(NC(=O)C2C3C=CC(C3)C2C(=O)O)sc2c1CC(C)CC2` (configuration not stated) gave INS promoter inh 35.
For Cc1ccc(C)c(Cn2c(CO)nc3ccccc32)c1 the results were SDO1 yeast rescue 0.09, INS promoter inh -21 and SDO1 yeast rescue Rescue 24 h -0.62.
COC(=O)C(Cc1ccccc1)NC(=O)CSc1nc(N)cc(=O)[nH]1 (configuration not stated) was read as SDO1 yeast rescue 1.5 and SDO1 yeast rescue Rescue 24 h 1.8.
Screening c1ccc2c(NCC3CCCO3)nc(N3CCCCC3)nc2c1 (configuration not stated) returned INS promoter inh -58.
For COc1ccc(Cn2nnnc2CN2CCOCC2)cc1 the results were SDO1 yeast rescue 1.2, INS promoter inh 16 and SDO1 yeast rescue Rescue 24 h 0.53.
Screening O=C(CNCC1CCCO1)Nc1ccccc1N1CCCCCC1 (configuration not stated) returned SDO1 yeast rescue -0.46, INS promoter inh 3 and SDO1 yeast rescue Rescue 24 h -0.7.
For COc1ccc(-c2csc(N(CC3CCCO3)C(=O)c3ccco3)n2)cc1 (configuration not stated) the results were SDO1 yeast rescue -0.65 and SDO1 yeast rescue Rescue 24 h -0.65.
COc1cc(OC)c(OC)cc1/C=N/N(C)c1ccccc1 was read as SDO1 yeast rescue -0.63, INS promoter inh -21 and SDO1 yeast rescue Rescue 24 h -0.98.

Entries above with an aryl thioether with sulfur outside any ring, in the order listed:
COc1ccc(-c2cc(-c3ccccc3)nc(SCC(=O)Nc3nccs3)c2C#N)cc1 was read as SDO1 yeast rescue -1.2, INS promoter inh 18 and SDO1 yeast rescue Rescue 24 h -0.74.
`Cn1nnnc1SCC(=O)Nc1ccccc1Cc1ccccc1` gave SDO1 yeast rescue 0.34 and SDO1 yeast rescue Rescue 24 h 0.08.
COC(=O)C(Cc1ccccc1)NC(=O)CSc1nc(N)cc(=O)[nH]1 (configuration not stated) was read as SDO1 yeast rescue 1.5 and SDO1 yeast rescue Rescue 24 h 1.8.

Back to the main list with the 3 entries that preceded the break.
Screening O=C(CNCC1CCCO1)Nc1ccccc1N1CCCCCC1 (configuration not stated) returned SDO1 yeast rescue -0.46, INS promoter inh 3 and SDO1 yeast rescue Rescue 24 h -0.7.
For COc1ccc(-c2csc(N(CC3CCCO3)C(=O)c3ccco3)n2)cc1 (configuration not stated) the results were SDO1 yeast rescue -0.65 and SDO1 yeast rescue Rescue 24 h -0.65.
COc1cc(OC)c(OC)cc1/C=N/N(C)c1ccccc1 was read as SDO1 yeast rescue -0.63, INS promoter inh -21 and SDO1 yeast rescue Rescue 24 h -0.98.
`O=C(c1ccc(F)cc1)N1CCN(c2cc(N3CCCCC3)c(F)cc2[N+](=O)[O-])CC1` gave SDO1 yeast rescue -1.5, INS promoter inh 36 and SDO1 yeast rescue Rescue 24 h -0.25.
CCCOc1cc(CN2CCCCC2)cc(C(C)=O)c1 was read as SDO1 yeast rescue 0.94, INS promoter inh -29 and SDO1 yeast rescue Rescue 24 h 1.1.
O=C(NCCCc1ccccc1)c1ccccc1 was read as SDO1 yeast rescue -0.2, INS promoter inh 16 and SDO1 yeast rescue Rescue 24 h 0.06.
Screening CCOC(=O)C1=C(C)NC(C)=C(C(=O)OCC)C1c1sccc1C returned SDO1 yeast rescue -0.92 and SDO1 yeast rescue Rescue 24 h -0.52.
CC1=C(/C=C/C(C)=N\NC(=O)c2ccncc2)C(C)(C)CCC1 was read as INS promoter inh -17.
COC(=O)Nc1ccc(S(=O)(=O)N2CCCC(C(=O)NC3CCS(=O)(=O)C3)C2)cc1 (configuration not stated) was read as SDO1 yeast rescue 0.58, INS promoter inh 35 and SDO1 yeast rescue Rescue 24 h 0.19.
`CCc1ccc(NC(=S)NNC(=O)c2ccccc2OC(F)F)cc1` gave SDO1 yeast rescue -0.61, INS promoter inh -3 and SDO1 yeast rescue Rescue 24 h -0.58.
`O=S(=O)(NCc1ccc(F)cc1)c1cccc(S(=O)(=O)N2CCOCC2)c1` gave SDO1 yeast rescue 1.2, INS promoter inh 0 and SDO1 yeast rescue Rescue 24 h 0.94.
For CCOC(=O)C1=C(C)OC(N)=C(C(=O)OCC)C1c1cccnc1 (configuration not stated) the results were SDO1 yeast rescue 0.51 and SDO1 yeast rescue Rescue 24 h -1.6.
`COc1ccc(Cn2cnc3c(N)c(C)c(C)cc32)cc1` gave INS promoter inh -14.
For Cc1cc(NC(=O)C2C3C(=O)N(Cc4ccc(Cl)cc4)C(C(=O)NCc4ccccc4)C34C=CC2(C)O4)no1 (configuration not stated) the results were SDO1 yeast rescue 0.86, INS promoter inh -3 and SDO1 yeast rescue Rescue 24 h 0.82.
For Cc1ccn2cc(CNS(=O)(=O)c3ccc4c(c3)OCCO4)nc2c1 the results were SDO1 yeast rescue 0.51 and SDO1 yeast rescue Rescue 24 h 0.11.
Cc1cc(N2CCC(C(=O)N3CCN(c4cccc(C)c4C)CC3)CC2)n2ncnc2n1 was read as SDO1 yeast rescue 1.7 and SDO1 yeast rescue Rescue 24 h 1.3.
Cc1cc(NC(=O)Cn2c(=O)c3c(ncn3CC(C)C)n(Cc3ccccc3)c2=O)no1 was read as SDO1 yeast rescue 0.17, INS promoter inh 4 and SDO1 yeast rescue Rescue 24 h 0.12.
Screening Cc1ccccc1NC(=O)NCCN1C(=O)C2C3C=CC(C3)C2C1=O (configuration not stated) returned SDO1 yeast rescue -0.46 and SDO1 yeast rescue Rescue 24 h -0.84.
COc1cccc(NC(=O)COC(=O)c2nc3nccc(C)n3n2)c1 was read as SDO1 yeast rescue -0.09, INS promoter inh 6 and SDO1 yeast rescue Rescue 24 h -0.12.
CC(=O)c1c(C)[nH]c(C(=O)NC2CCCCC2)c1C was read as SDO1 yeast rescue 0.42 and SDO1 yeast rescue Rescue 24 h -0.01.
O=C(O)CC1(c2ccccc2)C(=O)c2ccccc2C1=O was read as SDO1 yeast rescue 0.5, INS promoter inh -9 and SDO1 yeast rescue Rescue 24 h -0.17.
`CC(Sc1nnnn1C)C(=O)Nc1ccc(N2CCOCC2)cc1` (configuration not stated) gave SDO1 yeast rescue 2.4, INS promoter inh 6 and SDO1 yeast rescue Rescue 24 h 3.3.
Screening O=C1c2ccccc2C(Nc2ccc3c(c2)OCCO3)N1Cc1ccco1 (configuration not stated) returned SDO1 yeast rescue -1.3 and SDO1 yeast rescue Rescue 24 h -1.2.
C=CCn1c(SCc2nc(N)nc(N3CCCCC3)n2)nnc1-c1ccco1 was read as SDO1 yeast rescue 0.58 and SDO1 yeast rescue Rescue 24 h 1.5.
`CCc1ccc2c(c1)C(c1ccc([N+](=O)[O-])cc1)=NNC(c1ccc(C)cc1)=N2` gave SDO1 yeast rescue -0.97, INS promoter inh -12 and SDO1 yeast rescue Rescue 24 h -0.25.
Screening COc1ccc(NC(=O)CCC(=O)OC(C(=O)c2ccccc2)c2ccccc2)cc1 (configuration not stated) returned SDO1 yeast rescue 0.98 and SDO1 yeast rescue Rescue 24 h 0.96.
Screening CCOC(=O)CC(NC(=O)Cc1ccc(F)cc1)c1ccccc1Cl (configuration not stated) returned SDO1 yeast rescue 0.61, INS promoter inh -69 and SDO1 yeast rescue Rescue 24 h 0.74.
Screening COC(=O)NC1(C(F)(F)F)C(=O)NC(C)=C1C(=O)OC (configuration not stated) returned SDO1 yeast rescue 1.3, INS promoter inh -235 and SDO1 yeast rescue Rescue 24 h 1.1.
For Oc1ccc(Br)cc1-c1cc(-c2ccco2)[nH]n1 the results were SDO1 yeast rescue -2, INS promoter inh 17 and SDO1 yeast rescue Rescue 24 h -1.1.
`CC1CC(NC(=O)CCn2c(=O)oc3ccccc32)CC(C)(C)C1` (configuration not stated) gave SDO1 yeast rescue -0.94 and SDO1 yeast rescue Rescue 24 h -1.1.
Screening COc1ccc(-c2nn(C)c(=O)c3ccccc23)cc1CNC(=O)c1ccco1 returned SDO1 yeast rescue -0.53, INS promoter inh -39 and SDO1 yeast rescue Rescue 24 h -0.72.
`Cn1cc([N+](=O)[O-])c(C(=O)Nc2nccs2)n1` gave INS promoter inh 53.
For C=CCn1c(SCC(=O)c2[nH]c(C)c(C(=O)OCC)c2C)nc2scc(-c3ccc(OC)cc3)c2c1=O the results were SDO1 yeast rescue 1.2, INS promoter inh -180 and SDO1 yeast rescue Rescue 24 h 3.6.
For Cc1ccc(S(=O)(=O)NCCN2CCOCC2)cc1C the results were SDO1 yeast rescue 0.96 and SDO1 yeast rescue Rescue 24 h 1.7.
`Cc1ccc(C2SCC(=O)N2Cc2cn3ccsc3n2)o1` (configuration not stated) gave SDO1 yeast rescue 0.61 and SDO1 yeast rescue Rescue 24 h -1.6.
Screening COC(=O)CCC/C=C1/SCC(NC(=O)c2ccccc2)C1=O (configuration not stated) returned SDO1 yeast rescue 0.24, INS promoter inh -32 and SDO1 yeast rescue Rescue 24 h 0.12.
`CN(C)c1nc(Oc2ccc(=O)[nH]n2)nc(N2CCCCC2)n1` gave SDO1 yeast rescue 0.99, INS promoter inh 56 and SDO1 yeast rescue Rescue 24 h 1.
`COC(=O)CC(NC(=O)c1ccc(C)cc1)c1ccccc1` (configuration not stated) gave SDO1 yeast rescue -0.29, INS promoter inh -21 and SDO1 yeast rescue Rescue 24 h -0.9.
`COCCCNC(=O)c1ccc(NS(C)(=O)=O)cc1` gave SDO1 yeast rescue -0.59, INS promoter inh -40 and SDO1 yeast rescue Rescue 24 h -1.1.
For O=C(Nc1ccccc1C(=O)NC(Cc1ccccc1)C(=O)NC1CCCCCC1)c1ccccc1 (configuration not stated) the results were SDO1 yeast rescue -1, INS promoter inh -23 and SDO1 yeast rescue Rescue 24 h -0.19.
For CCOC(=O)N1CCN(C(=O)c2ccc(S(=O)(=O)NCc3ccco3)cc2)CC1 the results were INS promoter inh -21.
O=C(NCc1ccccc1)c1ccc2c(c1)OCCO2 was read as SDO1 yeast rescue 0.89, INS promoter inh -70 and SDO1 yeast rescue Rescue 24 h 0.14.
For NS(=O)(=O)c1cccc(NC(=O)COC(=O)CCSc2ccccc2)c1 the results were SDO1 yeast rescue 0.5, INS promoter inh -22 and SDO1 yeast rescue Rescue 24 h -0.07.
`CCN(C(=O)CN1CCN(S(=O)(=O)c2ccccc2C(F)(F)F)CC1)c1c(N)n(Cc2ccccc2)c(=O)[nH]c1=O` gave SDO1 yeast rescue 0.16, INS promoter inh -8 and SDO1 yeast rescue Rescue 24 h -1.1.
CCC1(c2ccccc2)NC(=S)N(c2cccc(C)c2C)N1 (configuration not stated) was read as SDO1 yeast rescue 0.23, INS promoter inh -18 and SDO1 yeast rescue Rescue 24 h -0.06.
Screening Cc1occc1C(=O)N1CCN(C(c2ccccc2)c2ccccc2)CC1 returned SDO1 yeast rescue -0.85, INS promoter inh -18 and SDO1 yeast rescue Rescue 24 h -0.16.
For Cc1c(C(=O)N2CCN(c3ccc(C(F)(F)F)cn3)CC2)oc2ccccc12 the results were SDO1 yeast rescue -0.44 and SDO1 yeast rescue Rescue 24 h 0.06.
Screening O=C(Cc1ccc(Br)cc1)NC1CCSC1=O (configuration not stated) returned INS promoter inh 12.
`Cc1ccc(SCc2cn3c(C)csc3n2)cc1` gave SDO1 yeast rescue -2, INS promoter inh 42 and SDO1 yeast rescue Rescue 24 h -1.9.
COC(=O)C1=C(CSc2nc3ccccc3s2)NC(=O)NC1c1ccc(F)cc1 (configuration not stated) was read as SDO1 yeast rescue -0.78, INS promoter inh 0 and SDO1 yeast rescue Rescue 24 h -0.04.
Screening Cc1cc(Cl)ccc1OCC(=O)NCCOc1nc(N2CCCCC2)nc(N2CCOCC2)n1 returned SDO1 yeast rescue -0.5 and SDO1 yeast rescue Rescue 24 h -0.49.
Cc1cnc(C(=O)Nc2ccccc2C(=O)N2CCOCC2)cn1 was read as SDO1 yeast rescue -0.7 and SDO1 yeast rescue Rescue 24 h -1.1.
Screening CC(C(=O)NCCCN1CCOCC1)n1cccc1C(=O)c1ccccc1 (configuration not stated) returned SDO1 yeast rescue 0.55, INS promoter inh -200 and SDO1 yeast rescue Rescue 24 h -0.24.
`CC(=O)c1cc(-c2ccccc2)[nH]c1N1CCOCC1` gave SDO1 yeast rescue 0.35, INS promoter inh -3 and SDO1 yeast rescue Rescue 24 h 0.46.
For O=C(CCS(=O)(=O)c1cccc2nonc12)N1CCCc2ccccc21 the results were SDO1 yeast rescue -0.29, INS promoter inh -50 and SDO1 yeast rescue Rescue 24 h -0.21.
Screening CCn1cc(C(=O)NCc2cccnc2)c2cc(OC)c(OC)cc2c1=O returned SDO1 yeast rescue 0.16 and SDO1 yeast rescue Rescue 24 h 0.28.

Screens: PubChem BioAssay, several laboratories
